Bioassay records deposited in PubChem by National Center for Advancing Translational Sciences (NCATS).
Cycloheximide cs: Cycloheximide Counterscreen for Small Molecule Inhibitors of Shiga Toxin; 300,000 tested, 12% active; cell reporter, cycloheximide protein synthesis inhibition counterscreen; max response, %; in the data active means max response mostly above about 13%, no sharp cut-off; inactive means mostly below about 14%; further: read at 38.3 µM for the half of the compounds with a filed dose; 0% is about no effect
Shiga inhibitor: A qHTS for Small Molecule Inhibitors of Shiga Toxin | 290,000 tested, 9.2% active | inhibition, % at 38.7 µM | Vero cells, Shiga toxin protein synthesis inhibition reporter; in the data active means inhibition mostly above about 28%, no sharp cut-off; inactive means mostly below about 43%; further: 0% is about no effect
Giardia FBPA inh: qHTS Assay for Inhibitors of Fructose-1,6-bisphosphate Aldolase from Giardia Lamblia. 290,000 tested, 0.71% active. A8B2U2. purified Giardia FBPA. AID 2451, 2010. Potency, µM (series often up to 59.6 µM), for the others: at the highest dose activity, negative = inhibition, most hits filed as inhibitors; further: potency means the concentration at half of the fitted maximal effect; on the % scale 0 is the no-effect control and ±100 the full control effect; nearly all actives have a fitted effect of over 55% in size
Target sequence (A8B2U2 whole entry, looked up): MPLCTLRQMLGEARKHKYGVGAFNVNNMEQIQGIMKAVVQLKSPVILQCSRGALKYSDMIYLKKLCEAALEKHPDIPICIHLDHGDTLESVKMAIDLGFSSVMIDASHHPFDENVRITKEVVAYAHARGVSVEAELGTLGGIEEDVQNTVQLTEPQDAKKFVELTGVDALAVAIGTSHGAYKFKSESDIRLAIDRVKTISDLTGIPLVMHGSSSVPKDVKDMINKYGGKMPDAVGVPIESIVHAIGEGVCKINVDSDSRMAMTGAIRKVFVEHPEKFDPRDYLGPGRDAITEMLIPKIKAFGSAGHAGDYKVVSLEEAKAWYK
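Giardia FBPA (40 nM reagent) was preincubated 10 min at RT with compound (up to 57.5 uM final), then substrate plus GAPDH/TPI/NAD/arsenate coupling system with diaphorase/resazurin was added; resorufin fluorescence (525/598 nm) was read after 20 min.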
Pf growth 96h: Primary qHTS for delayed death inhibitors of the malarial parasite plastid, 96 hour incubation | P. falciparum luciferase reporter growth, 96 h | Potency, µM (doses to about 28.7 µM), for inactives: top-dose activity change, negative = inhibition, most hits filed as inhibitors | 320,000 tested, 6.9% active; further: potency means the concentration at half of the fitted maximal effect; on the % scale 0 is the no-effect control and ±100 the full control effect
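Plates of compound plus infected erythrocytes (2% hematocrit, 0.05% parasitemia final) incubate 96 hours, 37 C, 5% CO2. Detection reagent added; reduced luminescence from the parasites' luciferase reporter flags inhibition.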
HCV inh: qHTS Assay for Inhibitors of Hepatitis C Virus (HCV). Potency, µM (doses to about 41.8 µM), inactives show top-dose activity change, negative = inhibition, most hits filed as inhibitors. 340,000 tested, 3.4% active. Huh7.5.1 HCVcc-Cre infection, luciferase reporter, 44 h; further: potency means the concentration at half of the fitted maximal effect; on the % scale 0 is the no-effect control and ±100 the full control effect
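Seed cells (1,000/well) for 4 h; treat with compound and infect with HCVcc-Cre, moi about 0.5. Incubate 44 h, then detect luciferase activity.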
Pf growth 48h: Primary qHTS for delayed death inhibitors of the malarial parasite plastid, 48 hour incubation; P. falciparum luciferase growth in erythrocytes, 48 h; Potency, µM (doses to about 28.7 µM), for inactives: top-dose activity change, negative = inhibition, usual class: inhibitors; 310,000 tested, 5.9% active; AID 504832, 2011; further: potency means the concentration at half of the fitted maximal effect; on the % scale 0 is the no-effect control and ±100 the full control effect
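A one-generation exposure of luciferase-tagged malaria parasites in RPMI 1640/Albumax erythrocyte culture, 37 C and 5% CO2. Inhibition is inferred from decreased luminescence after adding detection reagent.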
* marks the source's active call; other numbers are inactive results; u = inconclusive; x = no result given; & = joins results of further samples; [ ] = dose if it differs, or a comment. Unless noted, the call rests on the fitted dose curve; in most records, active means well fitted curve in the direction sought with a large enough effect; inconclusive means small, poorly fitted or top-dose-only effect, or another doubt; inactive means no such curve, though single readings can be large; an effect the other way counts as inactive or inconclusive. No enrichment for hits. Share with any hit: about 24%.

SMILES | Cycloheximide cs | Shiga inhibitor | Giardia FBPA inh | Pf growth 96h | HCV inh | Pf growth 48h
Cc1cc(C(F)(F)F)n2nc(-c3cccs3)cc2n1 | 31* | 39* | 4% | 0% | 9% | 54%[activator]
CC(=O)Nc1cc(-c2ccccc2)nn1Cc1ccc(Cl)cc1 | -3 | 16 | -5% | 30%[activator] | -7% | 22%
CCOc1ccc2nc(SCC)[nH]c2c1 | 54* | 125* | -3% | 63%[activator] | -5% | 75%[activator]
COc1ccc(N2CCN(C(=O)Cc3coc4cc(C)ccc34)CC2)cc1 | -3 | -6 | -7% | 6% | -9% | u
CCOC(=O)C(CC)/C(C)=N\NC(=O)CCC(=O)Nc1ccc(Cl)cc1Cl (stereo unspecified) | -2 | 26 | -1% | -2% | 6% | 8%
O=S(=O)(NC1c2cccc3cccc(c23)C1Sc1ncccn1)c1ccc(Cl)cc1 (stereo unspecified) | -1 | -18 | -10% | 1% | u | u
COCCSc1ccccc1C(=O)N1CCc2ccccc21 | 8 | -4 | -11% | u | 20% | -18%
CCNC(=O)C1(c2ccccc2)CCCC1 | -3 | 20 | 1% | -26% | 18% | -6%
CC(NC(=O)C(=O)N/N=C/c1ccc(Cl)cc1)c1ccccc1 (stereo unspecified) | 0 | 9 | 7% | 14% | -4% | 39%[activator]
O=C(Cc1c(F)cccc1Cl)Nc1cc(S(=O)(=O)N2CCOCC2)ccc1N1CCOCC1 | x | x | x | -8% | -4% | u
Cc1[nH]nc(S(=O)CC(=O)O)c1[N+](=O)[O-] (stereo unspecified) | -3 | -3 | -5% | 16% | 14% | u
CC(C)(C)n1ncc(Oc2ccccc2[N+](=O)[O-])c(Cl)c1=O | 4 | -17 | -1% | -5% | u | -25%
O=C(CSc1nccc(=O)[nH]1)NN(c1ccccc1)c1ccccc1 | -4 | -10 | 13% | 41%[1.15 µM] | 13% | 17%[1.15 µM]
Cc1ccc(NC(=O)CN(C)C(=O)CN2C(=O)NC(C)(c3ccccc3)C2=O)cc1 (stereo unspecified) | -3 | 22 | -2% | -17% | 1% | 3%
COC(=O)c1ccc(CSc2nnc3sc4ccccc4n23)o1 | 12 | 23 | -1% | u | -6% | 3%
COc1ccc(C)cc1NC(=O)C1CCCN(S(=O)(=O)c2ccc3[nH]c(=O)ccc3c2)C1 (stereo unspecified) | 3 | 15 | -7% | -13% | -7% | u
CN1CCN(C(=O)c2ccc(Cn3cc(Cl)cn3)o2)CC1 | -3 | 15 | -22% | u | 6% | 47%
O=C(NCc1ccco1)C(c1ccc(F)cc1)N(CC1CCCO1)C(=O)Cn1nnc2ccccc21 (stereo unspecified) | 4 | -4 | 1% | 12% | 2%&11% | 0%
CCn1cc(CCC(=O)O)c(C)n1 | -1 | -4 | -4% | -9% | 13% | -26%
O=C(OCC(=O)N1CCOCC1)c1ccccc1Br | 39* | 47* | 10% | 32%[activator] | 14% | 68%[activator]
N[C@@]12CCc3nonc3[C@]1(O)CC(c1ccccc1)=[N+]2[O-] | -1 | -4 | 5% | 41%[activator] | -7% | 5%
Cc1ccccc1NC(=O)C[n+]1cc(-c2ccccc2)n2c1CCC2 | -2 | 14 | 1% | 5.9µM* | 14% | u
O=c1c(Cc2c(F)cccc2Cl)c(O)ccn1Cc1ccc2c(c1)OCO2 | 20 | 57 | 1% | -33%[5.75 µM] | u | -17%
COc1cc(CCNC(=O)c2ccccc2NC(=O)C2=C(C)OCCS2)cc(OC)c1OC | 0 | -7 | x | -23% | -17% | u
O=c1[nH]c(=O)n([C@@H]2C[C@H](O)[C@H](CO)O2)cc1I | x | x | 0%[21.7 µM] | -7%[12.8 µM] | x | -3%[12.8 µM]

In a second layout: 3 of the compounds above
smiles	Cycloheximide cs	Shiga inhibitor	Giardia FBPA inh	Pf growth 96h	HCV inh	Pf growth 48h
Cc1[nH]nc(S(=O)CC(=O)O)c1[N+](=O)[O-] (stereo unspecified)	-3	-3	-5%	16%	14%	u
O=c1c(Cc2c(F)cccc2Cl)c(O)ccn1Cc1ccc2c(c1)OCO2	20	57	1%	-33%[5.75 µM]	u	-17%
CCn1cc(CCC(=O)O)c(C)n1	-1	-4	-4%	-9%	13%	-26%

Next part.
SMILES | Cycloheximide cs | Shiga inhibitor | Giardia FBPA inh | Pf growth 96h | HCV inh | Pf growth 48h
CC(C)CC(c1nnnn1C(C)C)N1CCN(c2cccc(Cl)c2)CC1 (stereo unspecified) | -4 | 23 | -4% | u | 9% | u
COCc1c(C(=O)N/N=C/c2cccc3ccccc23)nnn1-c1nonc1N | -3 | 11 | 5% | u | -29% | -15%
COc1ccc(N(Cc2ccccc2)C(=O)CSc2nnc(Cn3nnc4ccccc43)o2)cc1 | -1 | 6 | 5% | x | 14µM* | u
COc1ccc(/C=N/Nc2ccc([N+](=O)[O-])cc2)cc1O | 26* | 80* | -15% | 17% | -24% | 0%[0.00184 µM]
O=C(COC(=O)c1ccc([N+](=O)[O-])s1)Nc1cccc(S(=O)(=O)NC2=NCCCCC2)c1 | -2 | -2 | -13% | 13% | 17% | -9%
CCCc1cc(C(=O)Nc2ccc(C(=O)OC)cc2)cs1 | 18* | 28 | 13% | u | -15% | 22%
COc1ccc(OCC(=O)NCCCNC(=O)COc2ccc(OC)cc2)cc1 | x | x | x | u | 13% | u
Cc1c(O)ccc2c(CC(=O)N[C@@H](Cc3ccccc3)C(=O)O)cc(=O)oc12 | -11 | -6 | 14% | 40%[activator] | 15% | 7%
FC(F)Oc1cccc(NC(=S)N2CCN(c3ccccn3)CC2)c1 | -1 | -1 | -21% | -1% | 12% | 0%
O=c1[nH]c(C2CCN(S(=O)(=O)c3ccccc3C(F)(F)F)CC2)nc2c1nnn2Cc1ccccc1 | -5 | 1 | -4% | 2.6µM* | 19% | 5.9µM*
Cn1c(N/N=C/c2ccccc2)nc2sc3c(c2c1=O)CCC3 | 4 | 23 | -27% | u | -19% | u
Cc1cc(S(=O)(=O)NC(C)C)ccc1OCC(=O)NCc1ccccc1 | 0 | 16 | 7% | u | 3% | -28%
Cc1nc2ccc(S(=O)(=O)NCC(=O)N3CCC(N4CCCCC4)CC3)cc2s1 | -4 | -3 | 5% | 22% | -11% | -3%
Cc1nn(-c2ccc(C(=O)Nc3nnc(C4CC4)s3)cc2)c(C)c1Cl | -3 | -13 | 4% | -11% | -4% | x
CC(=Nc1cccc(C)c1)c1sc2ccccc2c1O | 45* | 109* | 4% | 216%[activator] | u | 118%[activator]
O=C1NC(=S)N(c2ccc(F)cc2)C(=O)/C1=C/c1ccccc1O | 12* | 37 | 5% | 35%[activator] | 14% | x
Cc1ccc(S(=O)(=O)C2C(=O)NC3(C)CC2c2ccccc2O3)cc1 (stereo unspecified) | -5 | 28 | -8% | -30% | -1% | -3%
O=C(CCC1CCCN(C(=O)COc2ccccc2)C1)N1CCN(c2ccccn2)CC1 (stereo unspecified) | 0 | -10 | 3% | 0% | -25% | 10µM*
O=C(NCCC1CCCCN1S(=O)(=O)c1ccc(F)cc1)C(=O)NCc1ccncc1 (stereo unspecified) | x | x | x | u | -23% | -3%
CCc1ccc(N(C(=O)CCC(=O)Nc2cc(C)on2)C(C(=O)NC(C)(C)C)c2ccc(OC)cc2)cc1 (stereo unspecified) | -1 | -5 | -2% | 12% | u | 2.1µM*
C/C=C/c1ccc(OCCCCN2CCN(CC)CC2)c(OC)c1 | 0 | 5 | u | -9% | u | -15%
O=C(CN1CCN(c2ccccn2)CC1)Nc1ccc(F)c(F)c1 | -1 | -2 | 7% | 10% | 4% | 3%
O=C(CN(C(=O)CCC(=O)Nc1nccs1)c1ccc(F)c(Cl)c1)NCc1ccco1 | 6 | -17 | 6% | -28% | -20% | u
O=C1CC(C(=O)N(c2ccc(F)cc2)C(C(=O)NC2CCCC2)c2ccccn2)CS1 (stereo unspecified) | 1 | 15 | 1% | -7%[5.75 µM] | 3% | 2%
COCCNC(=S)NN=C1CCCCC1 | 11 | -15 | u | 7%[5.75 µM] | u | -2%

An excerpt of these results, as labelled records:
> Cc1nn(-c2ccc(C(=O)Nc3nnc(C4CC4)s3)cc2)c(C)c1Cl
  Cycloheximide cs = -3	Shiga inhibitor = -13	Giardia FBPA inh = 4%	Pf growth 96h = -11%	HCV inh = -4%	Pf growth 48h = x

> CC(=Nc1cccc(C)c1)c1sc2ccccc2c1O
  Cycloheximide cs = 45*	Shiga inhibitor = 109*	Giardia FBPA inh = 4%	Pf growth 96h = 216%[activator]	HCV inh = u	Pf growth 48h = 118%[activator]

> O=C1NC(=S)N(c2ccc(F)cc2)C(=O)/C1=C/c1ccccc1O
  Cycloheximide cs = 12*	Shiga inhibitor = 37	Giardia FBPA inh = 5%	Pf growth 96h = 35%[activator]	HCV inh = 14%	Pf growth 48h = x

> Cc1ccc(S(=O)(=O)C2C(=O)NC3(C)CC2c2ccccc2O3)cc1 (stereo unspecified)
  Cycloheximide cs = -5	Shiga inhibitor = 28	Giardia FBPA inh = -8%	Pf growth 96h = -30%	HCV inh = -1%	Pf growth 48h = -3%

Further compounds follow:
SMILES | Cycloheximide cs | Shiga inhibitor | Giardia FBPA inh | Pf growth 96h | HCV inh | Pf growth 48h
Brc1ccccc1-c1nc(-c2ccccc2)no1 | 55* | 79* | 0% | 280%[activator] | 14% | 296%[activator]
Cc1ccc(S(=O)(=O)NC(C)C(=O)OCC(=O)N(C)c2ccccc2)cc1 (stereo unspecified) | x | x | x | -26% | 4% | -9%
C=CCn1c(SCC(=O)OCC)nc(C(F)(F)F)cc1=O | -3 | -7 | 3% | 4% | -4% | 5%
COc1cc(S(=O)(=O)NCc2ccncc2)c(OC)cc1C | -2 | -6 | -1% | 76%[activator] | -15% | -5%
CC(C)(C)C(=O)NC1CC2CCCC(C1)N2C(=O)Nc1cccc(Cl)c1 (stereo unspecified) | 2 | -12 | 9% | -7% | -4% | -45%
COCCSc1nc2sc3c(c2c(=O)n1-c1ccccc1)CCN(C)C3 | 0 | 28 | -28% | u | u | x
O=C1CC(Nc2ccc(N3CCOCC3)cc2)C(=O)N1CCc1ccccc1 (stereo unspecified) | 7 | 23 | 1% | 2% | 16% | x
CC1(c2ccc(Cl)cc2)NC(=O)N(CC(=O)Nc2ccc(N3CCCCC3)cc2)C1=O (stereo unspecified) | x | x | x | -5% | 2% | -16%
CCc1oc(C(=O)O)cc1COC | 6 | -5 | -2% | -4% | 25% | 26%
CCCC(=O)c1c[nH]c(C(=O)N2CCOCC2)c1 | 4 | -7 | 1% | 13% | 25% | 12%
COc1ccccc1Oc1ccc(S(=O)(=O)N2CCOCC2)cc1S(=O)(=O)N1CCOCC1 | -2 | -2 | 2% | -6% | 7%&10% | u
CC(C)C(=O)NNC(=O)c1cc2sccc2s1 | 10 | 6 | 2% | 0% | 11% | 54%[activator]
Cc1cccc(-c2nc(CN3CCCC(C(=O)NC4CCCCCC4)C3)c(C)o2)c1 (stereo unspecified) | -3 | -18 | 5% | u | u | u
Cc1ccnc(Nc2nc(-c3ccc(F)cc3)cs2)c1 | 50* | 100* | -7% | u | u | 0%
COc1ccc(CNC(=S)NC2CCCC2)cc1 | -3 | 2 | 3% | 17% | 12% | -7%
C/C=C/c1ccc(OCCCCOc2ccccc2F)c(OC)c1 | 4 | 6 | 1% | u | u | 2%
COc1ccc(S(=O)(=O)N2CCCCCC2)cc1C(=O)N(C)CCOc1ccccc1 | x | x | x | u | u | u
O=C(OCn1nnc2ccccc2c1=O)c1ccc2ncsc2c1 | 8 | 16 | 15% | 54%[activator] | 1% | u
O=C(Cc1ccsc1)Nc1ccc(Cl)cc1Cl | 3 | 16 | x | 9% | -10% | 9%
CCOc1ccc(CCNC(=O)c2ccc(CS(=O)Cc3cccc(Cl)c3)o2)cc1 (stereo unspecified) | 10 | 5 | 7% | -28% | u | -4%
